KLF5 inh – kruppel-like factor 5 inhibition; inhibition, % at 5 µM; 290,000 compounds, 0.23% hits; DLD-1 KLF5 promoter-luciferase reporter, luminescence; AID 1700;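 active = inhibition above a per-plate limit of that plate's mean compound inhibition plus 3 SD, cut at about 60% in these data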;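 note: 0% = DMSO wells and 100% = LY294002 at 200 µM; higher means less KLF5 promoter-driven luciferase light; inactives centre near -14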
MrgX1 antag – antagonists of human MrgX1 receptor | Q96LB2 | 310,000 compounds, 1.3% hits | MRGX1-HEK293 calcium flux, Fluo-4, BAM8-22 antagonism; stronger effect = lower value | AID 588676 | B-score at 10 µM;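 active = calcium-response B-score plate-corrected more than 3 library SD below zero, starting fluorescence within 5 deviations, no agonist response on first addition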;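 note: peak minus trough fluorescence over baseline after final BAM8-22 challenge near maximal dose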
Target sequence (Q96LB2 whole entry, looked up): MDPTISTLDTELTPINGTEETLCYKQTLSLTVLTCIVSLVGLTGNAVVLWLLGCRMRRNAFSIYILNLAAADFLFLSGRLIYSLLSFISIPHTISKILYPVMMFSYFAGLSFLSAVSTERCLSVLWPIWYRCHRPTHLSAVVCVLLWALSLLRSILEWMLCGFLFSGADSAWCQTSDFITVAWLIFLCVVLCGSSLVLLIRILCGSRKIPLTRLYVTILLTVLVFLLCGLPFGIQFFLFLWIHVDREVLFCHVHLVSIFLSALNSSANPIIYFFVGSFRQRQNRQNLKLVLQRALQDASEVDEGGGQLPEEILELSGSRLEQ
aSyn UTR inh – 5' untranslated region of α-synuclein, MLPCN primary screen; alpha-synuclein 5'UTR reporter, inhibitor activity; inhibition, % (tested at 7.5 µM); 300,000 compounds, 0.82% hits; AID 1813; in the data active = inhibition above about 60%;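 note: H4 neuroglioblastoma cells stably carrying SNCA 5'UTR luciferase fusion; 0% = DMSO wells and 100% = positive control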
IEC-6 tox – counter-screen for KLF5 inhibitors: cytotoxicity in IEC-6 cells; IEC-6 cytotoxicity, luminescence viability; inhibition, % at 5 µM; 290,000 compounds, 0.78% hits; AID 1825; in the data active = inhibition above about 22%;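 note: 0% = plate median of test compound wells and 100% = cytotoxic reference compound wells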
TRPC4 agonist – opens the mouse TRPC4 cation channel. HEK293 TRPC4beta/mu-opioid, Fluo4 calcium fluorescence; stronger effect = higher value. Q9QUQ5. 310,000 compounds, 0.49% hits. B-score at 10 µM;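 active = B-score above 5 SD of library B-scores, and initial fluorescence ratio not above library mean plus 5 SD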;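 note: positive B-score marks a calcium rise read as TRPC4 activation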
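Assay system – TRPC4beta and mu-opioid receptor HEK293 stable cells · Measured by – Fluo4 fluorescence, kinetic · Schedule – dye loading 45 min room temperature, 110 s kinetic read · Read-out – B-scored integrated calcium fluorescence ratio · Controls – buffer and maximal DAMGO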
TRPC4 potent – TRPC4 (mouse) allosteric potentiation; AID 2227; HEK293 TRPC4beta/mu-opioid, DAMGO EC20, Fluo-4 Ca2+ flux; stronger effect = higher value; B-score at 10 µM; Q9QUQ5; 310,000 compounds, 0.42% hits;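 active = B-score of calcium response area above 5 SD of library B-scores, with initial fluorescence ratio within 5 SD of library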;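 note: B-score of integrated fluorescence ratio over time as area under calcium response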
TRPC6 act – mouse TRPC6 channel activation | Q61143 | HEK293-TRPC6 membrane potential dye fluorescence; stronger effect = higher value | B-score at 10 µM | 310,000 compounds, 0.13% hits | AID 2550;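 active = B-score of the integrated fluorescence ratio above library mean plus 3 SD, and starting fluorescence ratio within library mean plus 5 SD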;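 note: higher score means more depolarization so channel activation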
HIF activator – HIF pathway transcriptional activation; U2OS HRE-luciferase reporter, luminescence; normalized: DMSO 0%, desferrioxamine 100%; activation, % at 7.5 µM (by protocol); 300,000 compounds, 0.32% hits;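 active = mean activation of at least 10% of the iron chelator positive control signal, with at least half of replicates also reaching 10%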
TRPC4 block – blocks the mouse TRPC4 cation channel; HEK293 TRPC4beta/mu-opioid, DAMGO-evoked Fluo4 calcium flux; stronger effect = lower value; B-score at 10 µM; 300,000 compounds, 0.39% hits;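 active = B-score over 3 SD under the library average, no early fluorescence shift, positive overall ratio signal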
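Assay system: Stable TRPC4beta/mu-opioid receptor HEK293 cells | Reagent: DAMGO in two steps, submaximal then maximal | Compound dosing: Single concentration per test compound | Signal: Fluo4 Ca2+ flux fluorescence | Evaluation: Per-well B score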
SKKanGAS inh – inhibitors of SKKanGAS S. pyogenes growth in kanamycin (SK-promoter or general growth effect); BacTiter-Glo, 6 h; 300,000 compounds, 1.3% hits; inhibition, % at 7.5 µM; AID 1662;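 active = mean replicate score, as percent of positive control median, at least 50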;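 note: strain carries kanamycin resistance gene driven by streptokinase promoter and grows in 40 µg/ml kanamycin; loss of luminescence reflects streptokinase promoter inhibition or plain growth inhibition; 0% = median of DMSO wells and 100% = positive control at its reference dose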
TRPC6 inh – inhibitors of mouse TRPC6 channel | AID 2553 | Q61143 | HEK293-TRPC6, membrane potential dye, ACh-evoked depolarization; stronger effect = lower value | B-score at 10 µM | 310,000 compounds, 1.1% hits;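 active = B-score under library mean minus 3 SD, initial fluorescence not abnormally high, positive integrated signal ratio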;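 note: B-score derived from integrated fluorescence ratio over the kinetic read; more negative B-score means stronger inhibition of depolarization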
* = called active by the depositor; i = inactive; / = not tested or not shown; & = joins results of further samples. Random draw from the library. About 5.8% of those tested had a hit in this group.

SMILES,TRPC6 inh,aSyn UTR inh,KLF5 inh,TRPC4 potent,HIF activator,TRPC4 agonist,IEC-6 tox,MrgX1 antag,TRPC6 act,SKKanGAS inh,TRPC4 block
Cc1ccc(CNS(=O)(=O)c2ccc(CN3C(=O)c4cccnc4C3=O)s2)o1,i,-12,-8,i,/,i,-11,i,i,0,i
COc1nc(Oc2ccc(C(=O)O)cc2)nc(Oc2ccc(C(=O)O)cc2)n1,i,16,8,i,-0.1,i,-3,i,i,-1,i
O=C(Cc1c[nH]c2ccccc12)N/N=C/c1cccc(F)c1,i,-3,-41,i,0.0,i,-6,i,i,-3,i
COCCN1C=C2C(=O)C(C)(OC(=O)CCC(=O)OC)C(=O)C(Br)=C2C=C1c1ccc(OC)cc1 (stereo unspecified),i,9,/,i,-1.9,i,/,i,i,8,i
COc1ccc(C2Nc3ccccc3C(=O)N2c2ccccc2)cc1CSc1ccccn1 (stereo unspecified),i,-35,-23,i,0.2,i,3,i,i,6,i
CC(Sc1nnc(N)s1)C(=O)NC1CCCCC1C (stereo unspecified),i,2,/,i,0.1,i,/,i,i,35,i
O=C(CSc1nc2ccccc2nc1N1CCOCC1)Nc1ccccc1F,i,3,-7,i,1.1,i,-1,i,i,1,i
NNC(=O)/C=C/c1ccc(Cl)cc1Cl,i,-34,-14,i,0.2,i,5,i,i,-5,i
N#CCCN(C(=O)COC(=O)CCc1ccccc1)c1ccccc1,i,1,-10,i,0.0,i,-8,i,i,12,i
COC(=O)c1ccccc1NC(=S)NC(=O)c1ccc2ccccc2c1,i,7,-18,i,-0.2,i,1,i,i,-2,i
COc1cccc(NC(=S)N2CCn3cccc3C2c2cccnc2)c1 (stereo unspecified),i,-13,-10,i,0.4,i,3,i,i,3,i
CCOC1OC(=O)C(Cl)=C1Nc1cc(C)ccc1C (stereo unspecified),i,15,10,i,-0.2,i,9,i,i,2,i
CC(C)(C)c1cc(NC(=O)C2CCCO2)no1 (stereo unspecified),i,-104,-28,i,1.3,i,5,i,i,0,i
CC(C)CCN(C(=O)CNC(=O)c1cccs1)C(C(=O)NC1CCCC1)c1ccncc1 (stereo unspecified),i,-19,-8,i,-0.8,i,-3,i,i,-10,i
CCCC(NC(=O)CNC(=O)C(C)(C)C)C(=O)O (stereo unspecified),i,-4,-29,i,0.1,i,-4,i,i,-6,i
Cc1ccc(S(=O)(=O)NCC(=O)OCC(=O)NCCc2ccccc2)cc1,i,17,/,i,-0.1,i,/,i,i,-4,i
CCOC(=O)CSc1cc(CS(=O)(=O)c2ccccc2)nc(-c2ccccc2)n1,i,7,-24,i,-0.2,i,5,i,i,-14,i
O=C(CCC(=O)N(CC(=O)NC1CCCCC1)Cc1cccs1)Nc1nccs1,i,-2,-14,i,-0.2,i,4,i,i,3,i
Cc1cc(NC(=O)CCSc2ccccc2)ccc1Br,i,-62,-17,i,1.7,i,0,i,i,4,i
CCn1ncc(Cl)c1C(=O)Nc1ccncc1,i,-3,-33,i,0.1,i,0,i,i,1,i
COCc1cc(C)nc(SCC(=O)Nc2cc3c(cc2C#N)OCO3)c1C#N,i,9,-39,i,3.3,i,1,i,i,-3,i
CN(O)/C=c1/ccc2c(n1)C(=O)C=CC=2,i,-4,-32,i,0.8,i,-2,i,i,-3,i
CCn1c(-c2cccc(Cl)c2)n[nH]c1=S,i,-12,-5,i,0.3,i,-2,i,i,11,i
COc1ccc(CCN2C(=O)C3C4CCC(C4=C(C)C)C3C2=O)cc1OC (stereo unspecified),i,19,-16,i,-1.2,i,-7,i,i,-19,i
COc1cccc(OC)c1C(=O)Nc1ccc2c(c1)Cc1ccccc1-2,i,-105,-28,i,1.1,i,9,i,i,-15,i
C=CCn1c(COc2ccc(OC)cc2)nc2ccccc21,i,-75,-72,i,3.5,i,5,i,i,1,i
CCOC(=O)C1=C(COCCN)NC(C)=C(C(=O)OC)C1c1ccccc1Cl (stereo unspecified),i,7&8,/,i,0.2&-0.2,i,/,i,i,2&2,i
COc1cc(OC)cc(C(=O)NCC(=O)OCC(=O)Nc2ncc(Cl)cc2Cl)c1,i,0,-2,i,-0.2,i,-5,i,i,7,i
O=C(c1ccccc1)c1coc2ccc(O)c(CN3CCOCC3)c12,i,14,-56,i,-0.7,i,3,i,i,3,i
COc1ccc(/C=N/NC(=O)c2nnn(-c3nonc3N)c2-c2cccc(OC)c2)cc1,i,1,-15,i,/,i,-7,i,i,1,i
COC(=O)c1sccc1NC(=O)Nc1ccc(F)cc1,i,25,-25,i,0.1,i,-1,i,i,6,i
CC(=O)Nc1ccc2c(c1)ncn2-c1ccccc1,i,-110,-125,i,1.2,i,-2,i,i,-2,i
CCOC(=O)N1CCN(C(=O)c2oc3ccc(S(=O)(=O)N4CCOCC4)cc3c2C)CC1,i,9,-10,i,-0.7,i,4,i,i,3,i
Cc1cc(C(=O)Nc2c(C)nn(Cc3ccc(F)cc3)c2C)on1,i,4,-30,i,-0.3,i,-6,-4.9*,i,-4,i
Cc1ccc(N(C(=O)Cn2nnc(-c3ccccc3)n2)C(C(=O)NC2CCCCC2)c2ccccn2)cc1C (stereo unspecified),i,7,9,i,0.0,i,2,i,i,6,i
Cc1cc(C)n2nc(SCc3cccc(F)c3)nc2n1,i,-16,-25,i,-0.1,i,2,i,i,1,i
COc1ccc(-c2noc(CCC(=O)NC3CCN(Cc4ccccc4)CC3)n2)cc1,i,-12,-11,i,0.5,i,4,i,i,-7,i
O=[N+]([O-])c1ccc(CN2CCN(c3ccccc3Cl)CC2)o1,i,14,-6,i,-1.2,i,12,i,i,-5,i
COc1ccc(OC)c(NC(=O)c2nnn(Cc3ccc(Br)cc3F)c2N)c1,i,16,10,i,-0.1,i,2,i,i,19,i
O=C(CC1C(=O)NCCN1Cc1ccc(Cl)c(F)c1)NC1CCC1 (stereo unspecified),i,1,-30,i,-0.3,i,-10,i,i,-1,i
CSCCC(NS(=O)(=O)c1ccc(Cl)cc1)C(=O)OCc1c(Cl)cccc1Cl (stereo unspecified),i,8,1,i,-0.7,i,2,i,i,25,i
N#Cc1ccsc1NC(=O)CN1CCN(c2ccccc2)CC1,i,-8,-12,i,-0.2,i,-5,i,i,-1,i
OC1CCN(Cc2cn(Cc3ccccc3)nc2-c2cc3ccccc3o2)CC1,i,14,12,i,-0.1,i,2,i,i,-17,i
O=C(CC1NCCNC1=O)Nc1ccc([N+](=O)[O-])cc1 (stereo unspecified),i,-30,-68,i,1.2,i,5,i,i,-1,i
CC(C)COC(=O)C1C2C=CC3(CN(C(C)c4ccc(Br)cc4)C(=O)C13)O2 (stereo unspecified),i,-1,1,i,-0.3,i,0,i,i,-4,i
CCOc1ccc(CCNC(=O)CN2C(=O)c3cccnc3Oc3ccc(Cl)cc32)cc1,i,13,-17,i,-0.2,i,-6,i,i,2,i
CC(=O)Nc1ccc(S(=O)(=O)N2CCC(C(=O)NCCC(=O)NCc3ccncc3)CC2)cc1,i,15,6,i,0.1,i,0,i,i,1,i
Cc1ccc(N2C(=O)Cc3ccccc3C2=O)cc1,i,-7,-29,i,0.1,i,1,i,i,5,i
C/C=C/Cn1c(Br)nc2c1c(=O)[nH]c(=O)n2C,i,15,-31,i,-0.5,i,2,i,i,12,i
CCN(CC)S(=O)(=O)c1ccc(NCCCn2ccnc2)c([N+](=O)[O-])c1,i,-5,-17,i,1.1,i,2,i,i,-2,i
COc1cc(CN2CCC(CO)(CCOc3ccccc3)CC2)cc(OC)c1OC,i,-19,21,i,1.1,i,2,i,i,-1,i
CSc1ncc(Cl)c(C(=O)Nc2nnc(SC)s2)n1,i,-1,-23,i,-0.2,i,2,i,i,-10,i
CC(=O)c1cccc(NC(=S)NC(=O)c2ccccc2C)c1,i,-64,-74,i,2.3,i,6,i,i,3,i
Cc1cc(C)cc(C(=O)NCC(=O)N2CCC3(CC2)NCCc2[nH]cnc23)c1,i,8,-10,i,0.9,i,-3,i,i,-8,i
COc1cc2c(c3oc(-c4ccccc4)cc(=O)c13)C=CC(C)(C)O2,i,18,7,i,0.4,i,-9,i,i,3,i
CCOC(=O)C1C(=O)C=C(/C=C/c2ccc(N(C)C)cc2)CC1c1ccccc1 (stereo unspecified),i,-44,3,i,-0.7,i,-1,i,i,7,i

Next section
SMILES,TRPC6 inh,aSyn UTR inh,KLF5 inh,TRPC4 potent,HIF activator,TRPC4 agonist,IEC-6 tox,MrgX1 antag,TRPC6 act,SKKanGAS inh,TRPC4 block
Cn1c(=O)[nH]c2sc3c(c2c1=O)CC(C)(C)OC3,i,-3,-22,i,-0.4,i,-1,i,i,-8,i
O=c1cc(-c2ccc3c(c2)OCO3)oc2ccccc12,i,-297,-22,i,2.3,i,9,i,i,-4,i
CC(C)CNS(=O)(=O)c1ccc(S(=O)(=O)N2CCC(N3CCCCC3)CC2)cc1,i,-2,-24,i,0.8,i,6,i,i,1,i
CCc1ccccc1NC(=S)N(CCN1CCOCC1)C1CCN(C(C)=O)CC1,i,8,-44,i,0.3,i,1,i,i,3,i
COc1ccc(CCN(C(=O)COc2ccccc2)c2nc(-c3ccccc3)cs2)cc1OC,i,9,6,i,0.0,i,4,i,i,3,i
CCCCN(CC)Cc1c(C)[nH]c2c(ccc3ccccc32)c1=O,i,-5,-23,i,1.1,i,5,i,i,8,i
COc1cc(S(=O)(=O)N2CCN(c3ccccn3)CC2)ccc1Br,i,7,3,i,0.4,i,4,i,i,-3,i
Cc1ccc(Nc2nnc(SC(C)C(=O)Nc3c(C)n(C)n(-c4ccccc4)c3=O)s2)cc1 (stereo unspecified),i,-7,-13,i,1.1,i,-2,i,i,1,i
CC(=O)Nc1ccccc1C(=O)C(=O)O,i,14,-16,i,0.1,i,2,i,i,6,i
CC(C)Oc1ccc(NC(N)=O)cc1,i,-1,-4,i,0.6,i,2,i,i,-2,i
Cc1cc(C(F)F)n2nc(C(=O)Nc3sc4c(c3C(N)=O)CCC4)nc2n1,i,-9,4,i,/,i,7,i,i,-1,i
